Bioassay records (PubChem BioAssay)
Eya2 inh – inhibitors of human Eya2 phosphatase activity. O00167. recombinant Eya2, OMFP fluorescence dephosphorylation (OMFP is methylfluorescein phosphate). Potency, µM (series often up to 76.9 µM), for inactives: top-dose activity, negative = inhibition, most hits filed as inhibitors. hit rate 0.006% among 330,000; also: potency is read from the fitted curve at half-maximal effect; % is scaled to controls: 0 for no effect and ±100 for the full control effect
Target sequence (O00167 whole entry, looked up): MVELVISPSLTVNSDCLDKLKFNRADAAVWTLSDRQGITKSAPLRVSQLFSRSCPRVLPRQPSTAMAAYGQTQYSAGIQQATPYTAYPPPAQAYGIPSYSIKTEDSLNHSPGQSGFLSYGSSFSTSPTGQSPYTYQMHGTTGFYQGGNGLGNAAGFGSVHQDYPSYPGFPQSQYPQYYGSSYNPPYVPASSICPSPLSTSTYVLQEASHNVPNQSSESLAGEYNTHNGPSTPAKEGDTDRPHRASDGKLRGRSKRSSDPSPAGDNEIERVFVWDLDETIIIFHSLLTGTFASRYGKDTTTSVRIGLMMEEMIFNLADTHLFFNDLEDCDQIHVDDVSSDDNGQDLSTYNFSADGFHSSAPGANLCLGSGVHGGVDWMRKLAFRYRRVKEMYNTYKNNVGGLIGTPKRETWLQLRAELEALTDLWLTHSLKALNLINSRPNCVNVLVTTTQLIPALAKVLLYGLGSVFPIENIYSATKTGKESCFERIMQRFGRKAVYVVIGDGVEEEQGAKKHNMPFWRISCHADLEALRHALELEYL
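Eya2 protein (added as 0.2 uM solution) was preincubated with compound for 10 min at ambient temperature in 50 mM HEPES pH 7.5, 50 mM NaCl, 5 uM MgCl2, 0.05% BSA, 1 mM DTT. OMFP (added at 50 uM) then reacted 10 min; fluorescence read at 485/525 nm.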
Tb PFK block – T. brucei PFK enzyme inhibition; O15648; T. brucei PFK, ADP-Glo luminescence; Potency, µM (doses to about 57.5 µM), inactives show at the top dose activity, negative = inhibition, usual class: inhibitors; hit rate 0.17% among 330,000; AID 485367;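 also: potency is read from the fitted curve at half-maximal effect; 0% = uninhibited 1x PFK enzyme wells and -100% = no-enzyme wells; nearly all actives have a fitted effect of over 60% in size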
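1.25 nM PFK with 0.5 mM F6P and 0.1 mM ATP in 0.1 M TEA pH 8.0, 5 mM MgCl2, incubated 45 min at room temperature; ADP measured by ADP-Glo luminescence; compounds titrated up to 57 uM.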
Mito fusion yeast – blocks mitochondrial division or promotes mitochondrial fusion | S. cerevisiae fusion-defective mutant growth rescue, CellTiterGlo 48 h | hit rate 0.23% among 320,000 | Potency, µM (doses to about 46.1 µM), inactives show top-dose growth rescue (activation), most hits filed as activators;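 also: potency is read from the fitted curve at half-maximal effect; % of control where 0% means no effect; nearly all actives have a fitted effect of over 45% in size; temperature-sensitive fusion mutants such as fzo1-1 at 37 °C on non-fermentable ethanol glycerol medium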
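Read-out: ATP-based luminescence (CellTiterGlo, 10 min ambient) reporting growth of fusion-defective ts yeast after 48 hours at 37C on glycerol/ethanol YPEG medium in the presence of compound.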
ELG1 repair inh – inhibitors of ELG1-dependent DNA repair in HEK293T cells; hit rate 2.3% among 330,000; AID 504467; Potency, µM (highest dose often 46.1 µM), for the others: at the top dose activity change, negative = inhibition, most hits filed as inhibitors; HEK293T ELG1-luciferase reporter, luminescence, 16 h; DNA damage induced by 5-fluorouridine; also: potency is read from the fitted curve at half-maximal effect; % is scaled to controls: 0 for no effect and ±100 for the full control effect; nearly all actives have a fitted effect of over 55% in size
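DMSO vehicle served as the neutral condition. Each well held 2,000 cells given 5-fluorouridine plus compound; after 16 hr at 37 °C/5% CO2, ONE-Glo was added and luciferase measured 30 min later.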
TSHR antag – antagonists of human thyroid stimulating hormone receptor. P16473. TSHR-expressing cells, TSH-stimulated cAMP HTRF, 2 h; stronger effect = lower value. activity change, negative = inhibition, % at 11.5 µM. hit rate 0.2% among 330,000. AID 504810;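 active = activity change below a set negative limit, meaning inhibition stronger than a set level, cut at about -70% in these data; inconclusive = activity change between two set negative limits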; also: % is scaled to controls: 0 for no effect and ±100 for the full control effect
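Inhibition of cAMP made by TSHR-expressing cells under TSH stimulation (4nM final, EC80; 2 h, 37 deg C) is quantified with a one-step lysis HTRF kit, anti-cAMP cryptate versus cAMP-d2.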
Integrin act MD – activators of alpha7 integrin expression for muscular dystrophy; Potency, µM (series often up to 38.3 µM), for the others: at the highest dose activation, hits mostly activators; alpha7betagal myoblasts, beta-gal FDG fluorescence, 48 h; hit rate 0.064% among 350,000;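 also: potency is read from the fitted curve at half-maximal effect; 100% = response of the positive control SU9516; nearly all actives have a fitted effect of over 60% in size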
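alpha7betagal+/- myoblasts (passage 13, 250/well) treated 48 h at 37C with compounds at 1:260 dilution of DMSO stock. Lysed, then beta-galactosidase activity read as FDG fluorescence (ex 480/em 540) after 30 min, with pre-read for autofluorescence.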
TSG101-PTAP inh – blocks PTAP/TSG101 interaction to inhibit HIV-1 budding; Q99816; 340,000 tested, under 10 active; Fluorescence polarization, FITC-PTAP peptide / Tsg101 binding; Potency, µM (series often up to 115 µM), for the others: at the highest dose activity change, negative = inhibition, actives largely listed as inhibitors; AID 493005; active = well fitted inhibition curve with a large enough effect in the main read-out, with a control signal flat, not every such curve was filed as active; inconclusive = small, poorly fitted or top-dose-only effect, or effect the other way, or a change in a side signal; inactive = no such curve, though single readings can be large or run the other way; also: potency is read from the fitted curve at half-maximal effect; % of control where 0% means no effect
Target sequence (Q99816 whole entry, looked up): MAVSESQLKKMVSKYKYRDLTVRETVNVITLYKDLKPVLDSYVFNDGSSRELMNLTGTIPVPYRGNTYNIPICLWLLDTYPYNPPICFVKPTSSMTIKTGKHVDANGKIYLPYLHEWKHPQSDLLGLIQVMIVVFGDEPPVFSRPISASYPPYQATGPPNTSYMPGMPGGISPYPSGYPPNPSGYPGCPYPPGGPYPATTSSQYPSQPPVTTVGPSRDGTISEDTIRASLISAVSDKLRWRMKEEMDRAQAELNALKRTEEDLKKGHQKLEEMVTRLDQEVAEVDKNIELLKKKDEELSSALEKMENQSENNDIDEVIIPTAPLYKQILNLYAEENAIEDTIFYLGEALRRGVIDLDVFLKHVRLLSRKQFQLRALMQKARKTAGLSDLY
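Compounds were pin-transferred onto Tsg101 binding domain (10 uM final) in HEPES pH 7.5 buffer, then FITC-PTAP peptide was added at 50 nM final. After 20 min at RT, polarization reported peptide displacement across a qHTS concentration series.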
S-ASM inh – human S-ASM enzyme inhibition | hit rate 0.006% among 340,000 | AID 504937 | placental ASM, HMU-PC fluorogenic substrate, 60 min | Potency, µM (top dose mostly 57.5 µM), inactives show at the top dose activity change, negative = inhibition, most hits filed as inhibitors | P17405; also: potency is read from the fitted curve at half-maximal effect
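Steps: dispense placental human ASM, pin compound, wait 10 min at room temperature, add HMU-PC0 substrate at 9 uM final, incubate 60 min at 37 °C, add stop solution raising pH to 10, read fluorescence.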
AT treatment – potential ataxia-telangiectasia treatment. Potency, µM (titrated, usually from 57.5 µM), inactives show at the top dose activation, most hits filed as activators. […] A-T fibroblasts, KAP-1 phosphorylation AlphaLISA; neocarzinostatin DNA damage 30 min before lysis. hit rate 0.19% among 320,000; also: potency is read from the fitted curve at half-maximal effect; % of control where 0% means no effect; nearly all actives have a fitted effect of over 45% in size
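ATM-like activity read as KAP-1 phosphorylation via AlphaLISA donor/acceptor antibody pairs after lysis and 6 hr at 25C. Cells were ATM-null patient fibroblasts ([…], hTERT), dosed 60 min, then exposed to the DSB inducer NCS for 30 min.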
BCR signal inh – inhibitors of chronic active B-cell receptor signaling. ABC-DLBCL IkBa-CBG/CBR reporter, luminescence ratio, 4 h. Potency, µM (highest dose often 46.1 µM), without a hit: top-dose ratio change, negative = lower green/red ratio, actives largely listed as inhibitors. hit rate 0.05% among 340,000; active = well fitted inhibition curve with a large enough effect in the signal ratio, with a control signal flat, not every such curve was filed as active; inconclusive = small, poorly fitted or top-dose-only effect, or effect the other way, or a change in a side signal; the % refers to the signal ratio;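 also: potency is read from the fitted curve at half-maximal effect; plate controls were basal doxycycline-induced cells for no effect and cells given 10 µM MG132 for full effect; MG132 reads +100%, hits lower the ratio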
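Concentration-response series (up to 46 uM) were applied to TMD8 dual-reporter cells for 4 h at 37C with doxycycline. Green/red ratio, after filter-overlap correction, defined %Activity; red signal alone was normalised to basal cells and zero luminescence.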
TCR activator – activators of T cell receptors; primary human leukocytes, anti-CD3, IL-2 HTRF, 48 h; Potency, µM (titrated, usually from 9.22 µM), for the others: at the top dose activation of IL-2 secretion, actives largely listed as activators; 330,000 tested, under 10 active; AID 504894; also: % of control where 0% means no effect
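Primary human leukocytes were stimulated with a-CD3 beads plus compounds for 48 hr without co-stimulation; secreted IL-2 was quantified by HTRF using a-IL-2-K (europium cryptate) and a-IL-2-d2, excited at 320nm with acceptor emission read at 665nm.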
An asterisk follows results filed as active; ? = inconclusive; nt = not tested or not shown; & = joins results of further samples; [ ] = another dose, or the depositor's remark. Unless noted, calls follow the shape of the dose curve; as a rule, active = well fitted curve in the direction sought with a large enough effect; inconclusive = small, poorly fitted or top-dose-only effect, or another doubt; inactive = no such curve, though single readings can be large; an effect the other way counts as inactive or inconclusive.

SMILES | Eya2 inh | Tb PFK block | Mito fusion yeast | ELG1 repair inh | TSHR antag | Integrin act MD | TSG101-PTAP inh | S-ASM inh | AT treatment | BCR signal inh | TCR activator
CCCOc1ccc(C2C(=O)N(C3CCCCCC3)CC(=O)N2Cc2ccco2)cc1OC (centres undefined) | 4% | 1% | 3% | ? | -5 | 7% | -4% | -4% | 3% | ? | 3%
Cc1cc(NC(=O)CSc2nc(Cc3ccc(O)cc3)c(C)[nH]2)no1 | 7% | -17% | -18% | 18% | -4 | 11% | -7% | -2% | -9% | 10% | -9%
COc1ccc(C(=O)NCCNC(=O)c2ccccn2)cc1 | 4% | -4% | 11% | 23% | 6 | -14% | 0% | 0% | -5% | -5% | 0%
O=C(Cc1ccc(Cl)cc1)N1CCN(c2ccc(F)cc2)CC1 | -9% | -3% | ? | -24% | 3 | -7% | -2% | 3% | 32% | 2% | -11%
CCc1cc(=O)oc2cc(C)cc(OCC(=O)NCCCn3ccnc3)c12 | -7% | -5% | -5% | -2% | -9 | 23% | 6% | 0% | 1% | 14% | 4%
CN(CC(=O)Nc1ccc(SC(F)F)cc1)C1CCCCC1 | -21% | 2% | -3% | 0% | 4 | 8% | -1% | -5% | 2% | 0% | 4%
Nc1ccc(S(=O)C(F)(F)F)cc1 (centres undefined) | -11% | -2% | -2% | 5% | -1 | 15% | -3% | -1% | 1% | -3% | 3%
Cc1cc(C)cc(NC(=O)c2cc3c(=O)n4ccccc4nc3s2)c1 | -16% | -1% | 14% | 9% | -21 | ? | -4% | 406%[activator] | 4% | ? | -2%
Cc1ccccc1OCCCc1c(C)n[nH]c1C | 5% | -3% | 6% | ? | -23 | 3% | 1% | 2% | 1% | ? | -6%
Cc1cc(C(=O)OCC(=O)N2CC(C)OC(C)C2)ccc1[N+](=O)[O-] (centres undefined) | -7% | 0% | -8% | -7% | 28 | -19% | 0% | -1% | 9% | -1% | 9%
CCCN1CN=C(Nc2nc3ccccc3o2)NC1 | -5% | 1% | -1% | ? | 10 | 0% | -1% | 2% | -4% | ? | -2%
CC(C)(C)NC(=S)N1CCC(C(=O)c2ccc(Cl)cc2)CC1 | 6% | 0% | 3% | 10% | -3 | -11% | -1% | -2% | -5% | ? | -4%
CN(C)c1nc(NS(=O)(=O)c2ccc(Cl)cc2)nc(N(C)C)n1 | 0% | 3% | 3% | ? | 7 | 15% | -7% | 0% | 10% | 2% | 1%
Cc1ccc(S(=O)(=O)N(C)CC(=O)NNC(=O)Cc2ccccc2F)cc1 | 3% | -4% | nt | 3% | 6 | -9% | -2% | 3% | 0% | 0% | -2%
CSc1cccc(NC(=O)C2(S(=O)(=O)c3ccc(C)cc3)CC2)c1 | 7% | ? | 4% | -42% | 14 | 7% | -4% | 5% | 14% | ? | -9%
CC1(C)CC(O)CC(C)(C)N1CC(O)COCc1ccccc1 (centres undefined) | -12% | -1% | nt | 0% | -134* | -12% | 1% | 4% | 3% | -10% | -4%
COc1ccccc1NC(=O)CCN1CCCCCC1 | 1% | -2% | -1% | 0% | 7 | -7% | -3% | 7% | 2% | 1% | 4%
COc1ccc(NC(=O)CSc2nnc(Cc3cccn3C)n2-c2ccc(F)cc2)cc1OC | -23% | 0% | -1% | 1% | 12 | 8% | -12% | 1% | 8% | -1% | 0%
Cc1ccsc1C(=O)C1CCCN(Cc2cn(C)nc2-c2ccccc2)C1 (centres undefined) | 2% | 1% | 0% | -8% | 2 | 0% | -9% | -4% | 6% | -23% | -4%
COc1ccc(NC(=O)CN(C)CC(=O)c2c(C)[nH]c3ccccc23)cc1 | -28% | -8% | 3% | ? | 0 | -7% | 1% | -1% | 10% | ? | 4%
Cc1ccccc1C(=O)/C=C1/c2ccccc2CC(C)(C)N1C | ? | 2% | 3% | -4% | 12 | 9%[7.66 µM] | -7% | -5% | 5% | 2% | nt
Cc1nn(-c2ccc(F)cc2)c(Cl)c1/C=C(\CC(=O)O)c1nc2ccccc2s1 | 4% | -1% | 7% | -3% | 1 | 15% | -8% | 0% | -3% | ? | 2%
O=C(CCCCCn1c(=S)[nH]c2ccccc2c1=O)NCc1ccc2c(c1)OCO2 | -3% | -1% | -2% | ? | -18 | -5% | -2% | 2% | -3% | 0% | -3%
COCCCn1c(O)c(/C=C2\N=C(C#N)C(=Nc3ccc(C)cc3)O2)sc1=S | 4% | -1% | -4% | 13% | -49 | -63%[inhibitor] | 18% | -15% | -12% | ? | 3%
CC(=O)Oc1ccc(C(=O)Nc2cccc(NC(=O)c3ccco3)c2)cc1 | -14% | -3% | 5% | 2% | -10 | 1% | -2% | -2% | -5% | ? | 7%
CN(CC1CCCO1)S(=O)(=O)c1ccc(C(=O)Nc2nccs2)cc1 (centres undefined) | 16% | 2% | -2% | 2% | -4 | -20% | -6% | 0% | -10% | 6% | -1%
CCCN1Cc2cccc(C(=O)NCCc3ccccc3)c2C1=O | -11% | 3% | -4% | 7% | 2 | ? | -5% | -1% | 49% | ? | -4%
COc1ccccc1-n1c(CNC(=O)c2ccccc2)nnc1SCC(=O)Nc1nnc(C)s1 | -11% | 0% | 0% | 12% | -2 | -1% | -6% | 7% | 5% | -18% | -6%
Cc1ccc(S(=O)(=O)NCCOCCNS(=O)(=O)c2ccc(C)cc2)cc1 | 10% | 0% | 2% | -15% | 1 | 21% | -6% | 0% | 6% | 1% | -3%
O=C1CSC(c2ccccc2)N1c1nc(-c2ccc(Cl)cc2Cl)cs1 (centres undefined) | 8% | -2% | -3% | 3% | 3 | 0% | -2% | 0% | 6% | -7% | 1%
Cc1nn(-c2ccccc2)c2sc(C(=O)C(C#N)c3ccccn3)cc12 (centres undefined) | -6% | -2% | 0% | -1% | -6 | nt | nt | nt | 3% | 0% | nt
Cc1cc(C)cc(-n2c(C)cc(C(=O)CSc3nnnn3C)c2C)c1 | 8% | -6% | 27% | 7% | 2 | 14% | -2% | -4% | 1% | 21% | -7%
CC(=O)N/C(=C\c1ccc(F)cc1)C(=O)NC(C(=O)O)C(C)C (centres undefined) | 0% | -10% | -3% | 7% | -1 | ? | -1% | -5% | -1% | -1% | 6%
O=C(Nc1cccnc1)c1cnn2c(C(F)F)cc(C3CC3)nc12 | nt | nt | 8% | nt | nt | 6% | -3% | 0% | nt | nt | -10%
Cc1ccc(CN2CCC(n3nccc3NC(=O)CCOc3ccccc3)CC2)o1 | 1% | 4% | 0% | -4% | 8 | -18% | -13% | 4% | 9% | -1% | 6%
COC(=O)c1ccccc1NC(=O)/C=N/O | -38% | 0% | 5% | -3% | -2 | -1% | -2% | 1% | 1% | -20% | -1%
CCOc1ccc2ccccc2c1C(=O)N[C@@H]1C(=O)N2[C@@H]1SC(C)(C)[C@@H]2C(=O)O | 9%&3% | -2%&3% | -5%&-4% | 6% | 2&6 | nt | -3%&1% | -3%&0% | -7% | 0%&1% | 2%&-12%
Cc1cc(C)c(NC(=O)/C(=C/c2ccco2)c2ccccc2)c(C)c1 | 9% | 0% | 8% | 0% | -6 | 12% | -9% | 8% | nt | 14% | 1%
O=C(NCCc1cccc(F)c1)C1CCC(=O)N(C2CCCCCC2)C1 (centres undefined) | 5% | -6% | 1% | 11% | -3 | 4% | -5% | 2% | -9% | -1% | -9%

Part of the list above, with values under each structure.
Each structure is followed by: Eya2 inh	Tb PFK block	Mito fusion yeast	ELG1 repair inh	TSHR antag	Integrin act MD	TSG101-PTAP inh	S-ASM inh	AT treatment	BCR signal inh	TCR activator
Cc1ccc(CN2CCC(n3nccc3NC(=O)CCOc3ccccc3)CC2)o1
    1%	4%	0%	-4%	8	-18%	-13%	4%	9%	-1%	6%
COC(=O)c1ccccc1NC(=O)/C=N/O
    -38%	0%	5%	-3%	-2	-1%	-2%	1%	1%	-20%	-1%
